USP1-UAF1 inh: inhibitors of human USP1/UAF1 deubiquitinase; recombinant USP1/UAF1, Ub-Rhodamine cleavage fluorescence; Potency, µM (doses to about 57.1 µM), inactives show at the highest dose activity change, negative = inhibition, actives largely listed as inhibitors; 390,000 compounds, 0.23% hits; further: potency means the concentration at half of the fitted maximal effect; on the % scale 0 is the no-effect control and ±100 the full control effect; nearly all actives have a fitted effect of over 60% in size; inactives centre near -12
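USP1/UAF1 complex at 1 nM was preincubated with compound for 15 min at room temperature, then Ub-Rho substrate (150nM final) was added. Fluorescence (480/540 nm) was read kinetically, 6 reads every 60 seconds.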
Pin1 inh: inhibitors of human Pin1. AID 504891. Potency, µM (top dose mostly 115 µM), inactives show top-dose activity, negative = inhibition, most hits filed as inhibitors. Pin1 FP peptide displacement, HiFluor488, 10 min. 390,000 compounds, 0.009% hits. Q13526; active means well fitted inhibition curve with a large enough effect in the polarisation, with a control signal flat, not every such curve was filed as active; inconclusive means small, poorly fitted or top-dose-only effect, or effect the other way, or a change in a side signal; inactive means no such curve, though single readings can be large or run the other way; the % refers to the polarisation; further: potency means the concentration at half of the fitted maximal effect; on the % scale 0 is the no-effect control and ±100 the full control effect
Target sequence (Q13526 whole entry, looked up): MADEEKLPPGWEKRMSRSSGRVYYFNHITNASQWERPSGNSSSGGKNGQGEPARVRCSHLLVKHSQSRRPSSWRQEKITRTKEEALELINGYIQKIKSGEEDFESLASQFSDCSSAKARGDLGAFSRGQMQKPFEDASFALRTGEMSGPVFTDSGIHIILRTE
TRHR PAM: allosteric enhancers of human TRH receptor. P34981. TRHR cells, fluo-8 calcium fluorescence, EC20 TRH enhancement. enhancement, % at 2 µM. 360,000 compounds, 0.66% hits; in the data active means enhancement above about 30%; further: 0% is about no effect
Target sequence (P34981 whole entry, looked up): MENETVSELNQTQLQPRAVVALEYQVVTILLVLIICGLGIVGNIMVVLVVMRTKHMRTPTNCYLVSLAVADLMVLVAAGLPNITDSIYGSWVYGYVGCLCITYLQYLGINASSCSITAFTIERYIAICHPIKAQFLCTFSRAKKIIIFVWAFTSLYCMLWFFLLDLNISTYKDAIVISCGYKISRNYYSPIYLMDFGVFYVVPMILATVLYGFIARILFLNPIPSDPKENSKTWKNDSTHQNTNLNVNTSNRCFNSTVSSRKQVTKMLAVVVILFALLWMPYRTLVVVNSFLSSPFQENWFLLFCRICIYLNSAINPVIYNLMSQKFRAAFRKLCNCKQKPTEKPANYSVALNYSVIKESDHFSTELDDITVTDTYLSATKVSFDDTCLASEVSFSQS
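Enhancer read-out: after compound pinning and an initial kinetic agonist-mode read, an EC20 of TRH (10 nM final) was injected and fluo-8 calcium signal (Ex 480/Em 530) followed at 1 s/cycle for 100 cycles in TRHR-expressing cells.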
TRHR ag: TRH receptor (human) agonism; TRHR cells, calcium flux fluo-8, FDSS agonist mode; P34981; 360,000 compounds, 0.18% hits; AID 493084; activation, % at 2 µM; in the data active means activation above about 30%; further: 0% is about no effect
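TRHR-expressing cells loaded with fluo-8 calcium dye; 23 nL library compound pin-transferred, kinetic FDSS fluorescence (Ex 480/Em 530) recorded about 180 s for agonist-induced calcium release, before a 10 nM TRH EC20 addition for potentiator mode.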
IDH1 R132H inh: blocks human mutant IDH1 R132H enzyme; IDH1-R132H enzyme, NADPH consumption, diaphorase/resazurin fluorescence; 390,000 compounds, 0.093% hits; O75874; Potency, µM (top dose mostly 76.6 µM), for the others: at the highest dose activity change, negative = inhibition, hits mostly inhibitors; further: potency means the concentration at half of the fitted maximal effect; on the % scale 0 is the no-effect control and ±100 the full control effect; nearly all actives have a fitted effect of over 65% in size
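IDH1-R132H (0.5 ug/mL) preincubated 30 min with compound, then NADPH (0.016 mM) and alpha-KG (2 mM) added; 80 min at RT, pH 7.5. Remaining NADPH coupled via diaphorase/resazurin to fluorescence (540/590 nm); concentration-response curves normalized to no-enzyme control.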
D2 antagonist: antagonizes the human D2 dopamine receptor | P14416 | HEK293 TREx D2 cells, calcium flux, dopamine EC80 | inhibition, % at 10 µM | 340,000 compounds, 2% hits | AID 485344; in the data active means inhibition above about 30%; further: 0% is about no effect
Target sequence (P14416 whole entry, looked up): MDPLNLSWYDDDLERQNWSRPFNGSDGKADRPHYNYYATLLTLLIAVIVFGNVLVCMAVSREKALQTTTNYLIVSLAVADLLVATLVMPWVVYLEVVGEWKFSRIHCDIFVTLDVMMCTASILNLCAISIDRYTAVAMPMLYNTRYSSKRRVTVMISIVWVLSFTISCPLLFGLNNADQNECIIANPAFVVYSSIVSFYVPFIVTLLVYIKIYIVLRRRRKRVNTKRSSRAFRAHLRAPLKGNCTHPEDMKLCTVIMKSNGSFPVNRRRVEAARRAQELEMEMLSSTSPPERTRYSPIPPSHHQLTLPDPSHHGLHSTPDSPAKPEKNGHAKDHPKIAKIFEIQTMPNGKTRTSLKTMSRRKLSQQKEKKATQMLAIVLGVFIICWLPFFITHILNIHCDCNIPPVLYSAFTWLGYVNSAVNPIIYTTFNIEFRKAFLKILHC
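Tetracycline-induced HEK293 TREx cells expressing D2 receptor forced-coupled to calcium signalling, loaded with no-wash calcium dye. Compounds added and calcium flux read 180 s, then dopamine added at EC80 and read a further 180 s.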
TrxR1 substrate: rat thioredoxin reductase 1 substrate activity; purified TrxR1 substrate turnover, NADPH consumption readout; Potency, µM (top dose mostly 114 µM), inactives show at the highest dose activity change, negative = substrate turnover; 390,000 compounds, 0.01% hits; AID 588456; further: potency means the concentration at half of the fitted maximal effect; on the % scale 0 is the no-effect control and ±100 the full control effect; nearly all actives have a fitted effect of over 50% in size
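Rat TrxR1, dispensed at 90 nM, was prereduced with 400 uM NADPH (final) for 5 min at ~22 deg C, then incubated with compound 15 min before 400 uM selenite. A first-read NADPH fluorescence drop versus no-compound background flagged substrates.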
rTrxR1 inhibitor: inhibitors of rat thioredoxin reductase 1. 390,000 compounds, 1% hits. recombinant rTrxR1, NADPH fluorescence consumption, selenite substrate. Potency, µM (series often up to 114 µM), inactives show at the highest dose activity change, negative = inhibition, usual class: inhibitors. AID 588453. O89049; further: potency means the concentration at half of the fitted maximal effect; on the % scale 0 is the no-effect control and ±100 the full control effect; nearly all actives have a fitted effect of over 65% in size
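Rat TrxR1 (90 nM in the dispensed reagent) was pre-reduced with 400 uM NADPH for 5 min at room temperature, then incubated with compound for 15 min. After 400 uM selenite was added, NADPH fluorescence (Ex 340/Em 450 nm) was followed for 8 min.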
D2 agonist: D2 dopamine receptor (human) agonism; 340,000 compounds, 0.53% hits; HEK293 T-REx D2 cells, calcium flux agonist mode; activation, % at 2 µM; P14416;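 active means activation over 3 SD above normal in the single-dose calcium agonist read, cut at about 30% in these data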; further: 0% is about no effect
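Calcium-flux readout, 1 cycle/sec over 180 s following compound pin transfer, in inducible HEK293 Trex D2 cells (force-coupled); dopamine controls included. Positive calcium responses during this window marked compounds as potential agonists.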
Starred values were filed as active, the others as inactive; ? = inconclusive; nt = no result given; [ ] = another dose, or the depositor's remark. Unless noted, the call rests on the fitted dose curve; in most records, active means well fitted inhibition curve with a large enough effect; inconclusive means small, poorly fitted or top-dose-only effect; inactive means no such curve, though single readings can be large or run the other way. An excerpt (hit frequency here may not be typical).

SMILES	USP1-UAF1 inh	Pin1 inh	TRHR PAM	TRHR ag	IDH1 R132H inh	D2 antagonist	TrxR1 substrate	rTrxR1 inhibitor	D2 agonist
COc1cccc(C(=O)OC2CCCN(C)C2)c1 (configuration not stated)	-3%	6%	-1	0.3	1%	16	4%[57.1 µM]	7%[57.1 µM]	1.4
COc1ccc(Nc2cc(C(=O)NCc3ccccc3)c3ccccc3n2)cc1	?	-6%	3	-0.1	-8%	nt	23%	-23%	-0.3
O=C(Cn1c(=O)oc2ccccc21)NCCc1ccccc1	-9%	-2%	0	0.0	-1%	-18	11%[57.1 µM]	11%	-0.4
COc1cccc(NC(=S)N2CCc3cc(OC)c(OC)cc3C2)c1	-15%	2%	1	-0.3	0%	0	5%[11.4 µM]	15%[11.4 µM]	0.2
Cc1ccc(S(=O)(=O)N2CCN(C(=O)COC(=O)COc3ccc(Cl)cc3C)CC2)c(C)c1	-5%	2%	nt	nt	-1%	nt	-9%	4%	nt
Cc1cc(NC(=O)CCC(=O)N(CC(=O)NC2CCCC2)Cc2ccc3c(c2)OCO3)no1	-19%	-1%	-1	0.2	-5%	-9	3%[57.1 µM]	9%[57.1 µM]	0.4
CN1CCN(C(=O)c2ccc(N(C)S(=O)(=O)c3cccs3)cc2)CC1	-4%	-1%	8	0.4	9%	4	-3%	12%	0.4
CCCCn1c(N)c(-c2nc3ccccc3s2)c2c([N+](=O)[O-])nn(CC)c(=O)c21	-1%	10%	3	0.3	1%	0	-2%	12%	-0.1
CCNC(=S)Nc1ccc(C)c(Cl)c1	-7%	-11%	2	0.0	-5%	-7	-6%	?	0.9
CCC(C)NC(=O)C1(O)c2cc(Br)ccc2NC(=O)N1c1cccc(OC)c1 (configuration not stated)	-13%	4%	-3	0.4	-9%	-4	-7%	-4%	-0.6
COc1cc(C(=O)NCc2nnc(SCC(=O)Nc3ccc4c(c3)OCO4)o2)cc(OC)c1OC	-1%	-1%	6	0.7	0%	-9	1%[57.1 µM]	16%	0.5
CCOc1ccccc1OC(=O)c1ccco1	-3%	-11%	2	-0.1	-3%	-6	-2%	18%	-0.5
CCOC(=O)c1ccc(NS(=O)(=O)c2cc(-c3nnnn3C(C)C)ccc2OC)cc1	-18%	0%	4	-2.6	4%	-10	-10%	18%[57.1 µM]	-1.7
CCCOc1cccc(C(=O)Nc2cc(-c3ccccc3)no2)c1	-11%	0%	1	3.3	10%	nt	-6%	15%	2.4
O=c1c2cc(NC(=S)NC3CC3)ccc2nc2n1CCCCC2	3%	0%	-5	0.4	13%	-7	8%[57.1 µM]	11%[57.1 µM]	0.7
Cc1ccc([N+](=O)[O-])cc1NC(=O)CSc1n[nH]c(-c2cccnc2)n1	-14%	1%	5	-0.1	4%	-5	-7%	-2%	1.9
COC(=O)[C@@]12CCCN1[C@H](c1ccc(-c3ccc(OC)cc3)c(OC)c1)[C@H]1C(=O)N(C)C(=O)[C@H]12	-19%	2%	0	-0.3	-6%	6	4%[57.1 µM]	16%[57.1 µM]	-0.4
Cc1ccc(S(=O)(=O)N2CCC[C@H]2C(=O)NCc2ccccc2Cl)cc1	-4%	-8%	nt	nt	7%	nt	-11%	-13%	nt
COc1ccc(NC(=O)C2CCCN2S(=O)(=O)c2ccc3c(c2)CCCC(=O)N3)cc1Cl (configuration not stated)	-22%	-2%	11	-0.1	12%	nt	1%[57.1 µM]	4%[57.1 µM]	-0.6
COCCCNC(=O)CN(c1ccc(F)cc1)S(=O)(=O)c1ccc2c(c1)OCCO2	-14%	0%	-5	1.5	1%	-1	-1%	4%	0.7
CS(=O)(=O)N1CCN(c2ccc([N+](=O)[O-])c(N3CCOCC3)c2)CC1	-10%	-3%	-1	0.3	3%	-6	-1%	6%	0.2
CC(C)C(NC(=O)c1ccccc1Br)c1ccccc1 (configuration not stated)	-10%	-3%	-2	-0.6	-9%	4	-5%	5%	0.1
CCCCn1c(N)c(N(CCC(C)C)C(=O)CSc2nncn2-c2ccccc2)c(=O)[nH]c1=O	-21%	1%	-2	1.2	13%	11	4%	28%	0.2
CC(NC(=O)c1ccccc1F)c1nnc(SCC(=O)Nc2nccs2)n1C (configuration not stated)	-1%	-5%	0	1.1	13%	-3	2%[57.1 µM]	1%[57.1 µM]	1.0
O=C(Nc1ccccc1)C1CCN(C(=O)c2ccco2)CC1	-22%	-6%	4	0.2	7%	1	6%	18%	0.8
C[C@H]1CN([C@@H](C)CO)C(=O)c2cccc(NC(=O)c3ccc(-c4nccs4)cc3)c2O[C@@H]1CN(C)C(=O)NC1CCCCC1	7%	8%	nt	nt	-7%	nt	-6%[57.1 µM]	-21%[57.1 µM]	nt
CCc1ccc(CNC(=O)c2nn(-c3ccc(OC)c(Cl)c3)c(=O)c3c2c2ccccc2n3C)cc1	-14%	1%	-5	0.0	-1%	nt	-1%	24%	0.2
Clc1ccc(CCNc2nc3cc(Cl)c(Cl)cc3n3cnnc23)cc1	?	14%	15	0.5	-12%	nt	-2%	-9%	-1.2
CC(C)OCCCNC(=O)C1CC(=O)N(CCc2ccccc2)C1 (configuration not stated)	-17%	-2%	-5	0.5	0%	-27	-3%[57.1 µM]	13%	0.4
Cc1nnc(SCc2cc(=O)[nH]c(N3CCN(Cc4ccccc4)CC3)n2)s1	5%	6%	7	0.1	5%	11	10%[57.1 µM]	15%[57.1 µM]	0.0
O=S(=O)(c1ccc(-c2nnc(SCc3nnc(-c4ccccc4)o3)o2)cc1)N1CCCC1	-20%	5%	-6	0.0	9%	-12	4%	10%	-0.6
CC1CC(C)CN(S(=O)(=O)c2ccc(NC(=O)c3ccc(=O)[nH]c3)cc2)C1 (configuration not stated)	-11%	24%	-3	3.7	0%	-7	-1%	2%	0.0
COc1cccc(C(=O)Nc2cccc(-c3nc4ncccn4c3C)c2)c1	-21%	?	-3	0.1	34%	nt	79%[activator][57.1 µM]	3%[57.1 µM]	-1.6
Cc1ccc(C(=O)N2CCN3C(=O)c4ccccc4C23c2ccccc2)cc1 (configuration not stated)	-16%	-1%	-3	-0.3	7%	-3	7%[57.1 µM]	39%[activator][57.1 µM]	1.1
O=C(Cc1cccc(F)c1)N1CCOCC1	-21%	3%	nt	nt	-7%	nt	2%	13%	nt
O=c1oc2ccccc2c(Nc2cccc(O)c2)c1[N+](=O)[O-]	-12%	?	-9	-0.5	6%	3	0%[57.1 µM]	-11%[57.1 µM]	0.4
CCN(CC)C(=O)CSc1nc2c(sc(=S)n2Cc2ccco2)c(=O)n1-c1ccccc1	-9%	13%	-8	-0.1	9%	6	4%	-1%	1.8
O=C(NCC(=O)N(c1ccccc1)C(C(=O)NC1CCCCC1)c1ccncc1)c1ccco1 (configuration not stated)	-15%	0%	-6	-0.4	6%	-2	0%[57.1 µM]	2%[57.1 µM]	0.5
COc1ccc(/C(N)=N/OC(=O)c2ccc(C)c([N+](=O)[O-])c2)cc1	-18%	-3%	-18	-0.2	0%	0	-4%	1%	0.1
COc1ccccc1CCC(=O)Nc1ccc2c(c1)CN(Cc1ccc(C)o1)CC2	-12%	14%	0	0.9	2%	8	-3%	-21%	-0.1
COc1ccc(N(C(=O)c2ccccc2)S(=O)(=O)c2cccs2)cc1	-11%	9%	-7	-1.1	3%	-3	-5%	20%[57.1 µM]	-0.2
O=C(COC(=O)C1CCC1)Nc1cc(S(=O)(=O)N2CCCCC2)ccc1Cl	-6%	-4%	-3	-0.5	5%	-7	-3%	8%	-0.1
Cc1ccc(N(CCC(=O)O)S(=O)(=O)c2ccc(C)cc2)cc1	-15%	-1%	6	0.9	3%	4	-12%	-7%	0.3
COc1ccc(C2C(=O)N(CCc3ccccc3)CC(=O)N2C2CCCC2)cc1 (configuration not stated)	-10%	6%	-9	0.3	15%	-3	7%	10%	0.8
O=C(Nc1ccc(F)cc1)Nc1cnccn1	-14%	0%	-3	0.0	-4%	-6	1%	7%	-0.7
NC(=S)N/N=C/c1ncc(C(F)(F)F)cc1Cl	-27%	?	10	11	-5%	16	-7%[57.1 µM]	?	4.7
CC(C)(C)c1cc(C(=O)C[n+]2ccc(C(=O)NCCCO)cc2)cc(C(C)(C)C)c1O	-4%	-5%	-3	0.4	-4%	-3	0%	3%	-1.5
O=C1Nc2ccccc2/C1=N/c1sc2c(c1C(=O)NCCc1ccccc1)CCCC2	-8%	1%	-2	2.5	3%	nt	-16%	-12%	nt
O=C(CCCN1C(=O)/C(=C/c2ccccc2Cl)SC1=S)Nc1cccnc1	-16%	22%	12	-0.7	-1%	3	-11%	8%	0.4
CC(C)CC(=O)N1CCN(Cc2ccc3c(c2)OCO3)CC1	-11%	-13%	-3	1.0	1%	29	14%	19%	80*
CCSc1nc2c(c(=O)n1-c1ccc(F)cc1)SCC2	18%	2%	0	0.7	2%	1	-4%	-19%	0.2
CCn1nc(NC(=O)CC(C)C)c2cc3cccc(C)c3nc21	-6%	3%	2	-0.8	3%	-10	125%[activator]	39%[activator]	-1.4

In the list so far, these have an NH in an aromatic ring:
SMILES	USP1-UAF1 inh	Pin1 inh	TRHR PAM	TRHR ag	IDH1 R132H inh	D2 antagonist	TrxR1 substrate	rTrxR1 inhibitor	D2 agonist
Cc1ccc([N+](=O)[O-])cc1NC(=O)CSc1n[nH]c(-c2cccnc2)n1	-14%	1%	5	-0.1	4%	-5	-7%	-2%	1.9
CCCCn1c(N)c(N(CCC(C)C)C(=O)CSc2nncn2-c2ccccc2)c(=O)[nH]c1=O	-21%	1%	-2	1.2	13%	11	4%	28%	0.2
Cc1nnc(SCc2cc(=O)[nH]c(N3CCN(Cc4ccccc4)CC3)n2)s1	5%	6%	7	0.1	5%	11	10%[57.1 µM]	15%[57.1 µM]	0.0
CC1CC(C)CN(S(=O)(=O)c2ccc(NC(=O)c3ccc(=O)[nH]c3)cc2)C1 (configuration not stated)	-11%	24%	-3	3.7	0%	-7	-1%	2%	0.0
